Compound activity from PubChem.
TDP1 block: inhibitors of human tyrosyl-DNA phosphodiesterase TDP1 | Q9NUW8 | recombinant TDP1, AlphaScreen DNA substrate cleavage | Potency, µM (highest dose often 130 µM), for inactives: top-dose activity change, negative = inhibition, hits mostly inhibitors | 0.28% of 350,000 active | AID 485290; note: nearly all actives have a fitted effect of over 40% in size
Target sequence (Q9NUW8 whole entry, looked up): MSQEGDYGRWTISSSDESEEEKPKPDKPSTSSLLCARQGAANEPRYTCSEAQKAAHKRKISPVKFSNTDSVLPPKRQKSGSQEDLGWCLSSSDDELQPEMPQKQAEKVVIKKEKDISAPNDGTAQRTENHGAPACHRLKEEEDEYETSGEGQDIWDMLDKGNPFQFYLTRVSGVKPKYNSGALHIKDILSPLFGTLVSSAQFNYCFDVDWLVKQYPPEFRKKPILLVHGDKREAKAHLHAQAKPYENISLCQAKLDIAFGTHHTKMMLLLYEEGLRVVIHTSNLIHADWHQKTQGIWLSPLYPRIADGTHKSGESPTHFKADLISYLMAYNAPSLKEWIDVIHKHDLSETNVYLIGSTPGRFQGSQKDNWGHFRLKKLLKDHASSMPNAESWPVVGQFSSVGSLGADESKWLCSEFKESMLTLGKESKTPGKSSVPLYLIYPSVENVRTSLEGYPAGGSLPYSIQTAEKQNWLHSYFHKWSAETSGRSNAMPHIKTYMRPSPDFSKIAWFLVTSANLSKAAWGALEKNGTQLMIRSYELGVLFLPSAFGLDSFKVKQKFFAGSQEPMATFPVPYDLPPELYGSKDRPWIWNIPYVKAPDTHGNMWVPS
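AlphaScreen read-out: signal falls as enzyme removes the 3' tyrosine-FITC from a 5'-biotinylated DNA oligo (15 nM, 5 min, RT). Enzyme was E. coli-made recombinant Tdp1 at 1 nM, exposed to compound for 15 min beforehand; beads 10 ug/ml, 10 min.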
DT40 TDP1 no CPT: qHTS for Inhibitors of human tyrosyl-DNA phosphodiesterase 1 (TDP1): qHTS in cells in absence of CPT; DT40 Tdp1-/- hTDP1 cells, no CPT, ATP luminescence, 48 h; Potency, µM (top dose mostly 46.2 µM), for inactives: top-dose activity change, negative = growth inhibition, hits mostly inhibitors; 15% of 420,000 active; note: nearly all actives have a fitted effect of over 55% in size
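Chicken DT40 Tdp1-/- cells stably complemented with human TDP1 were seeded at 400 cells/well with DMSO in place of 20 nM camptothecin. After compound pinning, cells grew at least 48 hr at 37 °C; viability read by CellTiter-Glo luminescence.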
DT40 TDP1 CPT: DT40-hTDP1 cell growth loss with CPT; chicken DT40 Tdp1-/-;hTDP1 cells + 20 nM CPT, ATP luminescence, 48 h; Potency, µM (highest dose often 46.2 µM), for inactives: at the top dose activity change, negative = growth inhibition, most hits filed as inhibitors; 12% of 420,000 active; note: nearly all actives have a fitted effect of over 55% in size
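Chicken DT40 Tdp1-/- cells complemented with human TDP1, 400 cells/well, exposed to compounds plus 20 nM camptothecin for at least 48 h at 37 C; viability read as ATP content by CellTiter-Glo luminescence.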
Active calls of the source: *; ? = inconclusive; · = not tested or not shown; [ ] = dose if it differs, or a comment. Calls come from the whole dose curve; as a rule, active = well fitted curve in the direction sought with a large enough effect; inconclusive = small, poorly fitted or top-dose-only effect, or another doubt; inactive = no such curve, though single readings can be large; an effect the other way counts as inactive or inconclusive. % is set by controls: 0 for no effect and ±100 for the full control effect; potency is the fitted concentration of half-maximal effect. Hits appear at their usual frequency; 18% or so of the library scored in one or more.

Each structure is followed by: TDP1 block	DT40 TDP1 no CPT	DT40 TDP1 CPT
O=C(CN1CCN(Cc2ccc(F)cc2)CC1)Nc1nc2ccccc2s1
    ·	26µM*	-28%
CCCNC(=O)c1ccc(Cn2cc(-c3ccc(OC)cc3)nc2C(C)N)cc1 (configuration not stated)
    3%	-16%	?
Cc1csc(NC(=O)COc2ccc3c(c2)CCC3)n1
    1%	-22%	-18%
COCCNC(=O)Cn1c(=O)n(Cc2ccc(C(=O)NCc3ccco3)cc2)c(=O)c2ccccc21
    -8%	2%	-8%
COc1cccc(NC2=C(Cl)C(=O)OC2OC(=O)c2ccco2)c1 (configuration not stated)
    3%	15µM*	12µM*
CCC1([N+](=O)[O-])COC(c2ccc(OC)cc2)OC1 (configuration not stated)
    ·	1%	16%
CCOC(=O)c1c(C)[nH]c(C(=O)COC(=O)c2cnc(C)cn2)c1C
    4%	-5%	-8%
COc1ccc(OC)c(-n2c(-c3cc(-c4ccc(F)cc4)n[nH]3)n[nH]c2=S)c1
    -1%	-26%	?
O=C(N/N=C\c1ccc(Cl)s1)C1COc2ccccc2O1 (configuration not stated)
    ·	9.2µM*	?
CC(C)CNS(=O)(=O)c1ccc(CCC(=O)N2CCC(C(N)=O)CC2)cc1
    -3%	5%	4%
Cc1ccc(C)c(S(=O)(=O)N2CCN(C(=O)c3sccc3C)CC2)c1
    -1%	?	-21%
CC(=NCCN1CCN(C(C)=C2C(=O)c3ccccc3C2=O)CC1)C1=C(O)CC(C)(C)CC1=O
    -1%	-22%	-20%
CCCCCCCCCCNC(=O)C(=O)Nc1ccccn1
    1%	?	-18%
O=C(COC(=O)CN1C(=O)C2CCCCC2C1=O)NNC(=O)c1ccc(Cl)cc1 (configuration not stated)
    9%	-2%	2%
O=C(CSc1nnc(-c2ccc(Cl)cc2)n1Cc1ccco1)NCc1ccc2c(c1)OCO2
    6%	26µM*	?
O=C(CN1CCCCC1)NCC(=O)Nc1ccc(F)c(F)c1F
    -2%[56.1 µM]	-2%	4%
COc1ccc(CNC(=O)COC(=O)C2CCN(S(=O)(=O)c3ccccc3C(F)(F)F)CC2)cc1
    8%	3%	-10%
C/C(Cc1ccccc1)=N/NC(=O)CCCC(=O)N/N=C(/C)Cc1ccccc1
    2%	23%	-12%
O=C(NCC(=O)N(c1cccnc1)C(C(=O)NC1CCCCC1)c1ccccc1)c1ccco1 (configuration not stated)
    7%	-13%	18%
COc1ccccc1-c1nc2c(c(SCC(=O)N3CCCCC3)n1)Cc1c(CO)cnc(C)c1O2
    6%	6.5µM*	9.2µM*
COCCn1c(SCC(=O)Nc2cccc(C)c2)nnc1C(C)C
    -2%	-2%	-17%
CCCCCCNC(=O)c1c(O)c2cccc3c2n(c1=O)CCC3
    -6%	29µM*	?
CC1CN(C(=O)CN2C(=O)NC(C)(c3ccccc3)C2=O)CC(C)O1 (configuration not stated)
    5%	-7%	?
COc1ccc(NC(=O)CSc2nc3c(c(=O)n2-c2ccc(C)cc2)SCC3)c(OC)c1
    -3%	-5%	-2%
Cc1ccc(C(=O)Nc2ccc3oc(-c4ccccc4C)nc3c2)cc1
    -2%	?	?
Cc1ccccc1N=C/C=C1\N(C)c2ccccc2C1(C)C
    11%	8.2µM*	18µM*
Cn1nnnc1SCCNCc1ccccc1OCc1ccccc1F
    6%	?	18µM*
Cc1cccc(-n2ncc3c2CCCC3NC(=O)CCc2ccncc2)c1C (configuration not stated)
    0%	6.5µM*	12µM*
COc1ccc(OCC(=O)Nc2c3c(nn2-c2ccc(OC)cc2)CS(=O)(=O)C3)cc1
    0%	-1%	-14%
Cc1nc2cc(-c3ccccc3)nn2c(C)c1CCC(=O)NCCc1ccccc1
    -3%	?	16µM*
CCN(CC)CCN(C(=O)c1ccc(S(=O)(=O)N2CCOCC2)cc1)c1nc2cc3c(cc2s1)OCCO3
    8%	-7%	-19%
CN(Cc1ccc(F)cc1)C(=O)C(Cc1ccccc1)NC(=O)c1ccccc1 (configuration not stated)
    ·	18µM*	?
COc1cc(/C=N/NC(=O)C(Cc2c[nH]c3ccccc23)NC(=O)OCc2ccccc2)cc([N+](=O)[O-])c1O (configuration not stated)
    4%	?	-1%
CCCCCCCCCC[n+]1cccc(C(=O)N(CC)CC)c1
    4%	2.9µM*	8.2µM*
COc1ccc(C2(C)NC(=O)N(CC(=O)NC3CCCC3)C2=O)cc1OC (configuration not stated)
    2%	10%	6%
CCn1c(=O)c(C(=O)NNC(=O)c2ccccc2F)c(O)c2ccccc21
    0%	18µM*	?
CCCC(=O)Nc1ccccc1N1CCN(C(=O)c2ccccc2)CC1
    0%	?	?
COCCn1nnnc1C(c1cc2cc(OC)c(OC)cc2[nH]c1=O)N1CCN(c2ccc(O)cc2)CC1 (configuration not stated)
    ?	-17%	-8%
Cc1ccc(NC(=O)CSc2nnc(CNC(=O)c3c(F)cccc3Cl)o2)cc1
    5%	-5%	-8%
Cc1ccc(-n2nc3c(=O)n(CC(=O)NCc4ccccc4)nc(C)c3c2C)cc1
    0%	-3%	8%

Look-ups from the list:
Reading for Cn1nnnc1SCCNCc1ccccc1OCc1ccccc1F under TDP1 block: 6%
Reading for COc1ccc(C2(C)NC(=O)N(CC(=O)NC3CCCC3)C2=O)cc1OC (configuration not stated) under DT40 TDP1 no CPT: 10%
Reading for COc1ccc(OCC(=O)Nc2c3c(nn2-c2ccc(OC)cc2)CS(=O)(=O)C3)cc1 under TDP1 block: 0%
Reading for CCCCCCCCCC[n+]1cccc(C(=O)N(CC)CC)c1 under DT40 TDP1 no CPT: 2.9µM*

Following part.
Each structure is followed by: TDP1 block	DT40 TDP1 no CPT	DT40 TDP1 CPT
COc1ccc(NC2CCCN(C(=O)c3ccc(C)nc3)C2)cc1 (configuration not stated)
    3%[56.1 µM]	15%	0%
NC1=NC(=O)CC(C(=O)Nc2cccc3ccccc23)S1 (configuration not stated)
    -3%	3%	-4%
COc1ccc(CCOC(=O)c2cccc(NC(C)=O)c2)cc1
    2%	-25%	?
CCOC(=O)c1cnc(-n2[nH]c(C)c(Cc3ccccc3)c2=O)[nH]c1=O
    9%	?	?
COc1ccc2noc3c2c1C(=O)c1ccccc1-3
    ·	18µM*	15µM*
COc1ccc(NS(=O)(=O)c2ccc(N3CCCC3)c(N)c2)cc1
    ·	4.6µM*	5.2µM*
Cc1ccc(Nc2nnc(SC/C(O)=C(\C#N)c3nc4ccccc4[nH]3)s2)c(C)c1
    7%	?	?
N#CCC(=O)Nc1ccc(C(=O)OCC(=O)Nc2cccc(C(F)(F)F)c2)cc1
    -5%	1%	-1%
COc1ccc(N2CCN(/C(=N\S(=O)(=O)c3ccccc3)Nc3nc(C)cc(C)n3)CC2)cc1
    10%	2%	3%
COc1ccc(CN(C)C(=O)c2ccc3ccccc3n2)cc1F
    ·	-21%	-16%
COc1cc(-c2cc(C(F)(F)F)n3ncc(C(=O)O)c3n2)cc(OC)c1OC
    -2%	-5%	3%
Cc1ccccc1OCC(=O)Nc1cc(S(=O)(=O)N2CCOCC2)ccc1N1CCCC1
    2%	?	?
CN(C)CCN1C(=O)C(=O)/C(=C(/O)c2ccccc2)C1c1ccccc1F (configuration not stated)
    0%	?	-27%
CC(SC1=Nc2ccccc2C2CC=NN12)C(=O)NC1(C#N)CCCCC1 (configuration not stated)
    4%	23µM*	12µM*
Cn1c(=O)c(C(=O)NCCO)c(O)c2ccccc21
    9%	?	?
CCCOc1ccc(-c2nnn(CC(=O)OCC)n2)cc1
    -4%	0%	6%
Cn1c(=O)c2c(nc(Cc3ccccc3)n2C)n(C)c1=O
    -5%	2%	0%
COc1cc(C(=O)OCc2ccc(C)cc2)cc(NC(=O)c2cccs2)c1OC
    -1%	?	?
Fc1ccc(-c2cc(-c3cccs3)cc(-c3ccccc3)n2)cc1
    -1%	?	?
CCOc1cc(NS(C)(=O)=O)c(OCC)cc1NC(=O)c1cccs1
    5%	?	-26%

(more compounds)
Compound | TDP1 block | DT40 TDP1 no CPT | DT40 TDP1 CPT
O=C(CCNC(=O)Cn1ccc2ccccc2c1=O)NCc1ccc(F)cc1Cl | -5% | 14% | -13%
COc1cccc(C2C(C(N)=O)=C(C)Nc3nc(CCCO)nn32)c1OC (configuration not stated) | 3% | -6% | 10%
COC(=O)/C=C(\C)NC(=O)c1cccs1 | 1% | -13% | 19%
COc1ccc(CN2CCCC(c3nc(-c4ccncc4)ncc3-c3ccccc3)C2)cc1OC (configuration not stated) | · | -3% | -5%[9.04 µM]
O=C(CSc1nnc(-c2ccc(Cl)cc2)n1CC1CCCO1)NC1CCS(=O)(=O)C1 (configuration not stated) | 4% | 18% | -1%
O=[N+]([O-])c1ccc(Cl)c(/C=N/N2CCN(C3c4ccccc4-c4ccccc43)CC2)c1 | 4% | -26% | -14%
Clc1ccc(CN2CCN(c3ncccn3)CC2)cc1Cl | · | ? | -25%
CCOc1ccc(S(=O)(=O)N2CCN(C(=O)c3ccc(-n4cncn4)c([N+](=O)[O-])c3)CC2)cc1 | 8% | ? | ?

Entries of single compounds, looked up by structure.
O=C(CSc1nnc(-c2ccc(Cl)cc2)n1CC1CCCO1)NC1CCS(=O)(=O)C1 (configuration not stated) is listed as TDP1 block: 4%; DT40 TDP1 no CPT: 18%; DT40 TDP1 CPT: -1%
COC(=O)/C=C(\C)NC(=O)c1cccs1 is listed as TDP1 block: 1%; DT40 TDP1 no CPT: -13%; DT40 TDP1 CPT: 19%

Laid out differently: entries from further up
COC(=O)/C=C(\C)NC(=O)c1cccs1
  TDP1 block: 1%; DT40 TDP1 no CPT: -13%; DT40 TDP1 CPT: 19%

COc1ccc(CN2CCCC(c3nc(-c4ccncc4)ncc3-c3ccccc3)C2)cc1OC (configuration not stated)
  TDP1 block: ·; DT40 TDP1 no CPT: -3%; DT40 TDP1 CPT: -5%[9.04 µM]

O=C(CSc1nnc(-c2ccc(Cl)cc2)n1CC1CCCO1)NC1CCS(=O)(=O)C1 (configuration not stated)
  TDP1 block: 4%; DT40 TDP1 no CPT: 18%; DT40 TDP1 CPT: -1%

O=[N+]([O-])c1ccc(Cl)c(/C=N/N2CCN(C3c4ccccc4-c4ccccc43)CC2)c1
  TDP1 block: 4%; DT40 TDP1 no CPT: -26%; DT40 TDP1 CPT: -14%

Next section.
Compound | TDP1 block | DT40 TDP1 no CPT | DT40 TDP1 CPT
O=C(Cn1ccc2ccccc2c1=O)NCC(=O)N1CCCCC1 | -9% | 16% | 7%
COc1ccc(CN(C)C[C@H]2OCc3cnnn3CCCC(=O)N([C@H](C)CO)C[C@@H]2C)cc1 | · | ? | -26%
CC1CCC(CN2CCN=C2N(C)C)CC1 (configuration not stated) | · | ? | 8.2µM*
Cc1nnc(NC(=O)c2ccc(S(=O)(=O)N3CC(C)CC(C)C3)cc2)o1 (configuration not stated) | -5% | 16µM* | ?
COC(=O)c1cc(NC(=O)CN(c2ccccc2)S(=O)(=O)N(C)C)ccc1Cl | -3% | 23µM* | ?
COc1ccc(C(C)(O)c2nc(-c3cccc(NC(C)=O)c3)cs2)cc1 (configuration not stated) | · | ? | -72%
COc1cc(NS(=O)(=O)c2csc(C(N)=O)c2)cc(OC)c1 | · | 4% | -24%
COc1ccc(NC(=O)c2ccc(S(=O)(=O)N3CCOCC3)cc2)c(OC)c1 | 0% | -11% | 1%
CC1CC(C)CN(S(=O)(=O)N2CCCC(C(=O)NCc3ccccc3Cl)C2)C1 (configuration not stated) | 7% | ? | ?
O=C(O)c1ccccc1-c1ccccc1C(=O)NNc1ccc([N+](=O)[O-])cc1 | 5% | -12% | -15%
CC(C)OC(=O)CCCN1C(=O)c2ccc(N)cc2C1=O | -6% | -6% | 5%
O=S(=O)(Nc1ccc2c(c1)OCCO2)c1c(F)cccc1F | 10% | -114% | -93%
O=C(N/N=C/c1cccn1-c1ccc([N+](=O)[O-])cc1)c1cccnc1 | 1% | 26µM* | 13µM*
COC(=O)c1sccc1-n1cccc1C(=O)C(=O)N1CC(C)OC(C)C1 (configuration not stated) | -1% | -20% | -18%
Cn1c(=O)[nH]c(=O)c2c1nc(CN1CCN(c3ccccc3F)CC1)n2CC(N)=O | -3% | 6% | 2%
